Compound activity: PubChem, National Center for Advancing Translational Sciences (NCATS)
TGFb inhibitor: qHTS for Inhibitors of TGF-b. HepG2 CAGA-GFP TGF-b/SMAD3 reporter, GFP fluorescence, 18 h; TGF-beta stimulated, 500 pg/mL final. Potency, µM (titrated, usually from 46.1 µM), inactives show at the top dose activity, negative = inhibition, hits mostly inhibitors. 410,000 compounds, 1.2% hits; further: potency means the concentration at half of the fitted maximal effect; on the % scale 0 is the no-effect control and ±100 the full control effect; nearly all actives have a fitted effect of over 65% in size
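Smad-responsive CAGA-GFP expression was quantified in HEPG2 cells exposed to compounds and 500 pg/mL final TGF-beta for 18 h at 37 degrees C; unstimulated wells defined full inhibition.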
Akt phos inh: HTS Assay for Inhibitors of Akt Phophorylation: Primary Screen. Neuro2A IGF-stimulated pAkt S473 HTRF, 20 min; active compounds read low. activity change, % for hits at 50 µM. 360,000 compounds, 0.32% hits. AID 651550, 2012; in the data active means activity change below about -80%; inconclusive means mostly about -51% to -80%; further: on the % scale 0 is the no-effect control and ±100 the full control effect
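Neuro2A cells (4,500/well, DMEM with 0.5% FBS) were treated with compound at a single 50 µM final concentration, stimulated with 6 nM IGF for 20 min at 37 °C, and lysed. Phospho-Akt Ser473 was read by HTRF as 665/615 ratio ×10^4.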
ATXN viability: Viability Counterscreen for Primary qHTS for Inhibitors of ATXN expression | S2 cells (HEK-293 line with an ATXN2-luciferase reporter) viability, CellTiter-Fluor protease fluorescence, 24 h | Potency, µM (titrated, usually from 56.7 µM), usual class: cytotoxic | 400,000 compounds, 0.49% hits | AID 651635, 2014; further: potency means the concentration at half of the fitted maximal effect; nearly all actives have a fitted effect of over 40% in size
HepG2 tox: qHTS for Inhibitors of TGF-b: Cytotox Counterscreen; 410,000 compounds, 0.76% hits; HepG2 CAGA-GFP viability, ATP luminescence, 18 h; Potency, µM (doses to about 46.1 µM), inactives show at the highest dose activity change, negative = cytotoxicity, most hits filed as cytotoxic; further: potency means the concentration at half of the fitted maximal effect; some results filed as inactive show a strong effect at the top dose
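CellTiter-Glo luminescence gave cytotoxicity after 18 hours at 37 degrees C. The cells were HepG2 CAGA-GFP in 1% FBS DMEM, stimulated with 500 pg/mL TGF-beta after compound addition. %Activity was normalised to no-cell wells (complete cell-killing) and DMSO (no toxicity), and curves were fitted and classified.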
Nrf2 ARE act: qHTS of Nrf2 Activators; AREc32 ARE-luciferase reporter (MCF7-derived line), luminescence, 24 h; Potency, µM (highest dose often 46.1 µM), for inactives: top-dose activation, actives largely listed as activators; 410,000 compounds, 0.31% hits; further: potency means the concentration at half of the fitted maximal effect; % of control where 0% means no effect; nearly all actives have a fitted effect of over 65% in size
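For detection, Steady-Glo was added and plates sat 30 min at RT; before that, AREc32_Fluc cells grown overnight in OPTI-MEM/5% FBS had been treated with 23 nL compound for 24 hr at 37 deg C.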
CCT chaperon mod: High-Throughput Screening for Modulators of Cytosolic Chaperonin Activity | purified chaperonin ATPase assay, HTRF ADP detection, 30 min | AID 651819, 2012 | 360,000 compounds, 0.3% hits | activity change, % (no concentration beside the values), hits read low; in the data active means activity change below about -30%; further: on the % scale 0 is the no-effect control and ±100 the full control effect
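TRiC at 40 or 20 nM final (batch-dependent) in 30 mM Tris pH 7.4, 100 mM KCl, 5 mM MgCl2, 1 mM DTT, with compound at single 76 uM and 10 uM ATP, 30 min at 37 deg C. ADP detected by HTRF Transcreener, 665/615 ratio.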
A549 viability: Nrf2 qHTS screen for inhibitors: counterscreen for cytotoxicity; Potency, µM (titrated, usually from 46 µM), without a hit: at the highest dose activity change, negative = cytotoxicity, most hits filed as inhibitors; A549 ARE-Fluc cells, CellTiter-Fluor viability, 18-24 h; 390,000 compounds, 0.16% hits; further: potency means the concentration at half of the fitted maximal effect; on the % scale 0 is the no-effect control and ±100 the full control effect
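A549 ARE-Fluc cells in 5% FBS OPTI-MEM, 5000 cells/well, rested 2 h then exposed to compounds in concentration-response for 18-24 h at 37 °C. Viability by CellTiter-Fluor fluorescence (Ex 405/Em 525) after 30 min; luciferase luminescence (BugLite, 15 min, RT) read afterwards.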
Mm-Cpn inhibitor: Inhibitors of TCP-1 ring complex (TRiC) of Methanococcus maripaludis (MmCpn): qHTS | Potency, µM (doses to about 76.9 µM), without a hit: at the highest dose activity, negative = inhibition, most hits filed as inhibitors | 330,000 compounds, 0.031% hits | AID 504842, 2011 | Chaperonin Mm-Cpn (Methanococcus maripaludis) | purified Mm-Cpn ATPase, ADP Transcreener TR-FRET; further: potency means the concentration at half of the fitted maximal effect; on the % scale 0 is the no-effect control and ±100 the full control effect; nearly all actives have a fitted effect of over 80% in size
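25 nM Mm-CPN + cpd, 10 min 37°C; + 10 uM ATP, 30 min 37°C; buffer 30 mM Tris pH 7.4, 100 mM KCl, 5 mM MgCl2, 1 mM DTT; Transcreener ADP HTRF detection 30 min RT.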
Nrf2 block: Nrf2 qHTS screen for inhibitors; Potency, µM (doses to about 46 µM), inactives show at the top dose activity change, negative = inhibition, hits mostly inhibitors; A549 ARE-Fluc reporter, luciferase luminescence, 18-24 h; 360,000 compounds, 2.1% hits; further: potency means the concentration at half of the fitted maximal effect; on the % scale 0 is the no-effect control and ±100 the full control effect; nearly all actives have a fitted effect of over 60% in size
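In this cell-based qHTS, ARE-driven firefly luciferase in A549 cells reports Nrf2 activity; the luminescent signal after BugLite lysis is the measured value, with a prior CellTiter-Fluor read for cell health.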
* marks the source's active call; other numbers are inactive results; i = inactive; ? = inconclusive; . = not tested or not shown; [ ] = remark or other dose. Unless noted, the call rests on the fitted dose curve; in most records, active means well fitted curve in the direction sought with a large enough effect; inconclusive means small, poorly fitted or top-dose-only effect, or another doubt; inactive means no such curve, though single readings can be large; an effect the other way counts as inactive or inconclusive. Only part of the results is shown, so the mix of outcomes need not match the whole.

SMILES | TGFb inhibitor | Akt phos inh | ATXN viability | HepG2 tox | Nrf2 ARE act | CCT chaperon mod | A549 viability | Mm-Cpn inhibitor | Nrf2 block
O=C(Nc1nc2c(s1)CCCC2)Oc1ccccc1 | 11% | i | ? | 13% | 2.4% | 2.4 | -2% | -1% | .
C=CCn1c(O)c(C(CC)=Nc2ccc(NC(C)=O)cc2)c(=O)[nH]c1=O | -13% | i | i | 2% | -0.7% | -0.7 | 0% | 0% | 2%
C=CCn1c(O)c(C(CC)=NC2CC2)c(=O)[nH]c1=O | -3% | i | i | -14% | -0.6% | -3.0 | -6% | 1% | -10%
C[C@]12CCC3C(CC[C@H]4C[C@@H](O)CC[C@]34C)C1C[C@@H](O)C2=O (some centres not stated) | -4% | i | i | 0% | 1.9% | -0.3 | 0% | 0% | -1%
Cc1cc2c(C(F)(F)F)cc(=O)oc2c2c1NCCC2 | 20% | i | . | 0% | 0.0% | -4.1 | ? | -5% | -8%
COc1cc(/C=C(/C)[N+](=O)[O-])ccc1OCc1ccccc1Cl | 5µM* | i | 32µM* | 7.9µM* | ? | -31* | -8% | 1% | ?
CCn1cc(C=C2C(=O)NC(=O)NC2=O)c2ccccc21 | 5% | i | i | -15% | -0.1% | 0.2 | 0% | -8% | -9%
COc1ccc(C(=O)N2CCOCC2)cc1S(=O)(=O)N1CCC(C)CC1 | 11% | i | i | 8% | 0.2% | -1.1 | 1% | -3% | 1%
CCCCCCCCCCOC(=O)CCN1CC1 | 9% | i | i | 5% | 0.0% | -4.2 | 6% | . | 7%
COc1ccc(CCN(C)Cc2c(F)cccc2F)cc1OC | -2% | . | i | -3% | -0.3% | -3.2 | -1% | 1% | .
Clc1ccc(NC2=NCCCS2)cc1Cl | 14% | i | i | -2% | 3.8% | -1.9 | 1% | -2% | 2%
O=C(Cc1ccccc1)N1CCN(Cc2cccc(Cl)c2)CC1 | 0% | i | i | 2% | -0.6% | 0.7 | 0% | -2% | 4%
Cc1cc(S(=O)(=O)NCC(C)C)ccc1OCC(=O)N1CCN(Cc2ccccc2)CC1 | 3% | i | i | -2% | 1.4% | -1.9 | -19% | 3% | .
O=C(CCC(=O)N1CC2C[C@@H](C1)Cn1c2cccc1=O)NCCc1ccccc1F | 17% | i | i | -5% | 0.7% | -0.3 | 2% | 0% | 4%
COC(=O)c1sccc1NC(=O)c1ccc(C#N)cc1 | -2% | i | i | -18% | 7.2% | -4.1 | 5% | ? | 12%
CC(O)CNc1ccc([N+](=O)[O-])c2cccnc12 (configuration not stated) | -8% | i | i | 6% | -0.2% | 1.1 | -18% | -1% | -15%
COP(=O)(OC)C(NC(=O)c1ccc(C)cc1)C(Cl)(Cl)Cl (configuration not stated) | -3% | i | i | 5% | -0.7% | 2.7 | -1% | -1% | 9%
CN(C)C1=NP(N(C)C)(N(C)C)=NC(c2ccccc2)=N1 | 3% | i | i | 8% | 0.4% | 1.9 | 1% | 1% | 18%
COC(=O)C1=C(c2ccc3ccccc3c2)C[C@@H]2CC[C@H]1N2C(=O)NCc1ccc(F)cc1 | ? | i | ? | 6% | -0.5% | -1.6 | -18% | -1% | ?
CCOc1ccc(-n2c(/C=C/c3ccccc3)nc3ccccc3c2=O)cc1 | -17% | . | . | -15% | 3.9% | . | 2% | . | .
COC1C(O)C(C)OC(OC2C(Oc3cccc4c(O)c5c(=O)oc6ccc(C)c7c(=O)oc(c34)c5c67)OC(C)C(O)C2O)C1O (configuration not stated) | 3% | i | i | 6% | -1.0% | -12 | -17% | . | ?
CNC(=O)Oc1cccc2ccccc12 | 1% | i | i | -2% | 4.7% | -0.5 | 0% | -1% | -8%
O=c1[nH]c(=O)n(Cc2ccco2)c(O)c1/C=N/N1CCCCC1 | 0% | i | i | 8% | 3.6% | 0.6 | 2% | 2% | 9%
CC(=O)N1N=C(c2c(O)n(C)c(=O)n(C)c2=O)CC1c1ccccc1 (configuration not stated) | -1% | i | i | -7% | 2.6% | -1.6 | 0% | -3% | ?
CCOc1ccc(CN2CCCC(C(=O)c3ccccc3OC)C2)cc1 (configuration not stated) | -24% | i | i | -23% | -2.1% | -1.4 | -14% | 0% | ?
O=c1cccc2n1C[C@H]1C[C@@H]2CN2CCCC[C@@H]12 | -2% | i | i | 30% | 0.3% | 1.4 | -4% | 1%[15.4 µM] | 11%
CCOc1ccc(-n2c(O)c(C=NCCN3CCNCC3)c(=O)[nH]c2=O)cc1 | -7% | i | i | 8% | -0.5% | -4.6 | 0% | 1% | 31%
CCC1CCCCN1P(=O)(c1ccc(C)o1)C(C)(C)C (configuration not stated) | -23% | i | i | 3% | 0.3% | 0.4 | 1% | 2% | 1%
Cn1cc(NC(=O)CCl)cn1 | ? | i | ? | -22% | ? | 2.6 | -19% | 0% | -27%
CCN(C(=O)Oc1ccccc1)c1ccc(C(O)(C(=O)OC)C(F)(F)F)cc1 (configuration not stated) | -4% | i | i | -8% | 0.3% | -2.9 | 0% | 0% | 2%
Cc1ccc(-c2noc(=O)n2CC(=O)Nc2ccc(S(=O)(=O)NC3CC3)cc2)cc1 | -18% | . | i | -5% | -0.7% | -1.9 | -11% | 1% | ?
COC(=O)C1C(O)CC2CCC1N2C (configuration not stated) | -15% | i | i | 9% | 0.7% | -1.3 | -8% | -2% | 1%
COc1ccc(-n2c(CNCCc3ccc(C)cc3)nc3ccccc3c2=O)cc1 | -15% | i | i | -84% | 3.9% | 2.0 | -18% | -1% | -16%
CCN1C(=O)C(=Cc2ccc(C)s2)C(=O)N(CC)C1=S | 14% | i | i | 5% | 7.1% | -2.9 | 0% | 0% | ?
O=c1[nH]c(=O)n(C2CCCCC2)c(O)c1C1=Nc2ccccc2SC(c2ccccc2)C1 (configuration not stated) | 10% | . | i | -10% | 2.2% | . | 5% | . | ?
Cc1ccc(N)cc1Cl | 15% | i | ? | -6% | -1.0% | 0.8 | 1% | . | 20%
COC(=O)C1=C(c2ccc(S(C)(=O)=O)cc2)C[C@@H]2CC[C@H]1N2C(=O)NC(C)C | 2% | i | i | 1% | -1.2% | -2.7 | -1% | . | 12%
CCCCn1c(O)c(/C(CC)=N/N2CCCCC2c2cccnc2)c(=O)[nH]c1=S (configuration not stated) | 1% | i | ? | -17% | -0.8% | 0.5 | -17% | -1% | -26%
Cc1cc([N+](=O)[O-])c2ccccc2[n+]1[O-] | 0.5µM* | i | . | -126% | -2.3% | 1.0 | ? | 2% | 4.1µM*
O=C(NCCSc1c(-c2ccc(F)cc2)[nH]c2ccccc12)c1ccc(S(=O)(=O)N2CCOCC2)cc1 | ? | . | . | -31% | 2.8% | . | -9% | . | ?

Reprinted from the part before: 2 compounds, followed by the next part.
SMILES | TGFb inhibitor | Akt phos inh | ATXN viability | HepG2 tox | Nrf2 ARE act | CCT chaperon mod | A549 viability | Mm-Cpn inhibitor | Nrf2 block
Cc1cc([N+](=O)[O-])c2ccccc2[n+]1[O-] | 0.5µM* | i | . | -126% | -2.3% | 1.0 | ? | 2% | 4.1µM*
O=C(NCCSc1c(-c2ccc(F)cc2)[nH]c2ccccc12)c1ccc(S(=O)(=O)N2CCOCC2)cc1 | ? | . | . | -31% | 2.8% | . | -9% | . | ?
CCN(CC)C(=O)c1ccc(NC(=O)c2c(C)noc2C)cc1 | -3% | i | i | -1% | 0.5% | -1.3 | -2% | 2% | 5%
CCOc1ccc(NC(=O)c2ccc(F)c(S(=O)(=O)NCc3ccc4c(c3)OCO4)c2)cc1 | ? | . | . | -3% | -0.9% | . | -2% | . | .
CCOC(=O)C1(CCc2ccccc2)CCN(Cc2cccc3c2OCO3)CC1 | -27% | i | i | -29% | -0.7%[9.22 µM] | -0.3 | 2% | 0% | ?
COc1cc2oc(=O)c(CC(=O)N3C[C@H]4C[C@@H](C3)c3cccc(=O)n3C4)c(C)c2cc1Cl | 2% | i | i | -12% | -0.8% | -4.5 | 4% | . | 9%
C=CCC1([C@@H](C)CCC)C(=O)NC(=O)NC1=O | -6% | . | i | -2% | -0.6% | -1.0 | 9% | 1% | -12%
O=P(O)(O)C12CC3CC(CC(C3)C1)C2 | -15% | . | i | 13% | -0.2% | 1.8 | -7% | -1% | -8%
CC(=O)c1ccc2c(c1)C1C(Cl)C(Sc3ccccc3[N+](=O)[O-])CC1C(c1ccccc1[N+](=O)[O-])N2 (configuration not stated) | -3% | i | i | 1% | 2.0% | -3.6 | -16% | -2% | -24%
CCOc1ccc(-c2cc(C)n3nc(C(=O)Nc4ccc(C)c(C)c4)cc3n2)cc1 | -7% | . | ? | 0% | 0.5% | . | -19% | . | ?
COc1ccc(C=C(C(=O)O)c2ccc(OC)cc2)cc1 | -6% | i | ? | -3% | 0.5% | -0.8 | 1% | . | ?
OC12ONC(c3ccccn3)C1N1CCC2CC1 (configuration not stated) | -23% | i | i | -29% | 13% | 3.4 | 1% | -1% | 23%
Cc1cccc(NC(=O)c2ccc(S(=O)(=O)N(C)CC3CCCO3)cc2)c1C (configuration not stated) | -16% | i | ? | -13% | -0.7% | -2.5 | -2% | . | -19%
CCOC(=O)c1c(C)n(Cc2ccccc2)c2ccc(OCC(O)Cn3nc(C)cc3C)cc12 (configuration not stated) | 14µM* | i | ? | -10% | 0.0% | 0.0 | -14% | -1% | ?
